Screening data (PubChem)
Giardia killer: Small Molecules that selectively kill Giardia lamblia: qHTS; 340,000 compounds, 0.15% hits; activity change, % at 7.66 µM, hits read low; Giardia lamblia trophozoite viability; in the data active = activity change below about -80%; inconclusive = between about -30% and that limit;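 also: parasites exposed to compound for two days anaerobically before the ATP read; % is scaled to controls: 0 for no effect and ±100 for the full control effect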
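Compounds were tested on trophozoites seeded at 100 cells/well and held 48 hrs at 37 deg C anaerobically. An ATP-based luminescent kit measured the remaining live cells.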
Menin-MLL TR inh: qHTS Assay for Inhibitors Targeting the Menin-MLL Interaction in MLL Related Leukemias: Competition With Texas Red Labeled MLL-derived Mutant Peptide. 270,000 compounds, 0.23% hits. Menin + Texas Red MLL mutant peptide, fluorescence polarization. AID 1768, 2009. Potency, µM (doses to about 61.6 µM), inactives show top-dose FP activity change, negative = inhibition, most hits filed as inhibitors; active = well fitted inhibition curve with a large enough effect in the polarisation, with a control signal flat, not every such curve was filed as active; inconclusive = small, poorly fitted or top-dose-only effect, or effect the other way, or a change in a side signal; inactive = no such curve, though single readings can be large or run the other way; the % refers to the polarisation; also: potency is read from the fitted curve at half-maximal effect; % of control where 0% means no effect; many of its hits are not listed in these tables
ASM inhibitor: Inhibitors of Secretory Acid Sphingomyelinase (S-ASM): qHTS; placental ASM, HMU-PC fluorogenic substrate, 60 min; Potency, µM (titrated, usually from 57.5 µM), without a hit: at the highest dose activity change, negative = inhibition, hits mostly inhibitors; 340,000 compounds, 0.006% hits; also: potency is read from the fitted curve at half-maximal effect
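Fluorogenic HMU-PC substrate (9 uM final) is turned over by placental ASM in 60 min at 37 C after a 10 min compound preincubation. Reaction ended by alkaline stop (pH 10), with fluorescence read at 386/447 nm.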
TSG101-PTAP inh: qHTS Assay for Iinhibitors of HIV-1 Budding by Blocking the Interaction of PTAP/TSG101; Tumor susceptibility gene 101 protein (Homo sapiens), Q99816; Fluorescence polarization, FITC-PTAP peptide / Tsg101 binding; Potency, µM (titrated, usually from 115 µM), inactives show at the top dose activity change, negative = inhibition, actives largely listed as inhibitors; 340,000 tested, under 10 active; active = well fitted inhibition curve with a large enough effect in the main read-out, with a control signal flat, not every such curve was filed as active; inconclusive = small, poorly fitted or top-dose-only effect, or effect the other way, or a change in a side signal; inactive = no such curve, though single readings can be large or run the other way; also: potency is read from the fitted curve at half-maximal effect; % of control where 0% means no effect
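Tsg101 binding domain (10 uM final) was mixed with compound and a FITC-labeled PTAP peptide (50 nM final) in HEPES pH 7.5 buffer with NaCl, Tween 20, EDTA and TCEP; fluorescence polarization was read after 20 min at r.t.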
GALK inhibitor: qHTS Assay for Inhibitors of Human Galactokinase (GALK); Purified GALK, Kinase-Glo residual ATP luminescence; AID 1868, 2009; 270,000 compounds, 0.007% hits; Potency, µM (doses to about 57.5 µM), inactives show at the highest dose activity change, negative = inhibition, most hits filed as inhibitors; also: potency is read from the fitted curve at half-maximal effect; % is scaled to controls: 0 for no effect and ±100 for the full control effect
Target sequence (P51570 whole entry, looked up): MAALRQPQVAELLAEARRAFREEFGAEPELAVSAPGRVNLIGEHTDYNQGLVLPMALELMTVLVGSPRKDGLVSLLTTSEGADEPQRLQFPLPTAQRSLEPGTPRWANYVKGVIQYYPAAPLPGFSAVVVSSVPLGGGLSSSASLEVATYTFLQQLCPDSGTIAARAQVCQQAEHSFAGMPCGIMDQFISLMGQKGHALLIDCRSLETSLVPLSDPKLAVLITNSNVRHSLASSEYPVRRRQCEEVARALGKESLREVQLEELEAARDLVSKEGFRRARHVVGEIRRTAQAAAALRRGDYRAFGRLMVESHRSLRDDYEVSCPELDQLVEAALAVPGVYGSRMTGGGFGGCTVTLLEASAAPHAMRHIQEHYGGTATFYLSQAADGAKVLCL
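GALK at 5 nM final was combined with compound, 35 uM ATP and 100 uM galactose in HEPES pH8.0 with MgCl2 and DTT. The reaction ran one hour at room temperature before luminescent ATP detection.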
B2AR arrestin: qHTS assay of beta-arrestin-biased ligands of beta2-adrenergic receptor; 330,000 compounds, 0.02% hits; beta-arrestin recruitment to beta2AR, cell-based reporter; Beta-2 adrenergic receptor (Homo sapiens), P07550; Potency, µM (highest dose often 46.1 µM), inactives show top-dose activation, most hits filed as activators; AID 492947, 2010;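 also: potency is read from the fitted curve at half-maximal effect; 0% = DMSO controls and full agonism = EC100 isoproterenol or metaproterenol; nearly all actives have a fitted effect of over 65% in size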
BCR signal inh: qHTS Assay to Find Inhibitors of Chronic Active B-Cell Receptor Signaling; 340,000 compounds, 0.05% hits; Potency, µM (series often up to 46.1 µM), for inactives: at the highest dose ratio change, negative = lower green/red ratio, hits mostly inhibitors; ABC-DLBCL IkBa-CBG/CBR reporter, luminescence ratio, 4 h; active = well fitted inhibition curve with a large enough effect in the signal ratio, with a control signal flat, not every such curve was filed as active; inconclusive = small, poorly fitted or top-dose-only effect, or effect the other way, or a change in a side signal; the % refers to the signal ratio;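 also: potency is read from the fitted curve at half-maximal effect; plate controls were basal doxycycline-induced cells for no effect and cells given 10 µM MG132 for full effect; MG132 reads +100%, hits lower the ratio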
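Cell line TMD8 (human ABC DLBCL), stably expressing tet-inducible CBG68-IkBa fusion and CBR; IMDM/0.5% FBS; cpd up to 46 uM; dox induction, 4 h, 37C/5% CO2; dual luminescence; green/red ratio; MG132 control.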
FBPA coupling cs: qHTS Assay for Inhibitors of Fructose-1,6-bisphosphate Aldolase from Giardia Lamblia: Coupling assay counterscreen. coupling enzyme system counterscreen, AmpLite Red fluorescence. activity change, negative = inhibition, % at 58.2 µM, hits read low. 290,000 compounds, 0.67% hits. AID 2472, 2010; in the data active = activity change below about -30%; also: % is scaled to controls: 0 for no effect and ±100 for the full control effect
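Counterscreen lacking aldolase: glyceraldehyde-3-phosphate coupling-enzyme reagent preincubated 10 min at RT with compound (at 57.5 uM final), then substrate/coupling system with AmpLite Red added; fluorescence read at 525/598 nm after 20 min RT.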
PKM2 act: qHTS Assay for Activators of Human Muscle isoform 2 Pyruvate Kinase | purified PKM2, Kinase-Glo ATP luminescence, activation; response scale: 0% is enzyme alone, no compound | 260,000 compounds, 0.34% hits | Pyruvate kinase PKM (Homo sapiens), P14618 | Potency, µM (highest dose often 57.5 µM), for inactives: at the top dose activation, usual class: activators; also: potency is read from the fitted curve at half-maximal effect; % is scaled to controls: 0 for no effect and ±100 for the full control effect; nearly all actives have a fitted effect of over 55% in size
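Purified hPK-M2 (>95% pure) converted ADP (0.1 mM final) to ATP with 0.5 mM PEP in 50 mM imidazole pH7.2, KCl, MgCl2, Tween 20, BSA; 1 h at room temperature. ATP detected by Kinase-Glo luminescence.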
a7 integrin act: qHTS for Activators of Integrin-Mediated Alleviation for Muscular Dystrophy; AID 624291, 2012; alpha7betagal myoblasts, beta-gal FDG fluorescence, 48 h; Potency, µM (titrated, usually from 38.3 µM), for the others: at the top dose activation, usual class: activators; 350,000 compounds, 0.064% hits;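 also: potency is read from the fitted curve at half-maximal effect; 100% = response of the positive control SU9516; nearly all actives have a fitted effect of over 60% in size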
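Alpha7betagal+/- myoblasts (passage 13) were plated 16-24 hr, then exposed to compounds (1:260 dilution of DMSO stock) for 48 hours at 37C. After MPER lysis, β-galactosidase reporter activity was read as FDG fluorescence (ex 480/em 540) after 30 minutes.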
Tb PFK inh: qHTS Assay to Find Inhibitors of T. brucei phosphofructokinase. T. brucei PFK, ADP-Glo luminescence. ATP-dependent 6-phosphofructokinase (Trypanosoma brucei brucei), O15648. Potency, µM (highest dose often 57.5 µM), without a hit: top-dose activity, negative = inhibition, hits mostly inhibitors. 330,000 compounds, 0.17% hits. AID 485367, 2010;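 also: potency is read from the fitted curve at half-maximal effect; 0% = uninhibited 1x PFK enzyme wells and -100% = no-enzyme wells; nearly all actives have a fitted effect of over 60% in size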
Target sequence (O15648 whole entry, looked up): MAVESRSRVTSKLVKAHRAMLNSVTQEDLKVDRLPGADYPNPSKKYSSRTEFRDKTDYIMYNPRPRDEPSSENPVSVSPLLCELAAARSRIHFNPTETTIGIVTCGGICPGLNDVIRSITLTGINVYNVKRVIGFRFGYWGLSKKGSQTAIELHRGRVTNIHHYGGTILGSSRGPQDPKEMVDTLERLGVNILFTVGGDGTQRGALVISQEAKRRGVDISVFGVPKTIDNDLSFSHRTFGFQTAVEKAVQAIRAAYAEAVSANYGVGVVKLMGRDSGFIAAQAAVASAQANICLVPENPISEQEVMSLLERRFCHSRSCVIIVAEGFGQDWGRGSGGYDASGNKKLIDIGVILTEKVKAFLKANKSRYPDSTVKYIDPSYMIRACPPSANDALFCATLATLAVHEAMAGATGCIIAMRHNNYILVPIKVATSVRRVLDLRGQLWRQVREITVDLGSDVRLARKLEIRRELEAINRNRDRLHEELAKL
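1.25 nM PFK with 0.5 mM F6P and 0.1 mM ATP in 0.1 M TEA pH 8.0, 5 mM MgCl2, incubated 45 min at room temperature; ADP measured by ADP-Glo luminescence; compounds titrated up to 57 uM.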
An asterisk follows results filed as active; ? = inconclusive; . = not tested or not shown; [ ] = another dose, or the depositor's remark. Unless noted, calls follow the shape of the dose curve; as a rule, active = well fitted curve in the direction sought with a large enough effect; inconclusive = small, poorly fitted or top-dose-only effect, or another doubt; inactive = no such curve, though single readings can be large; an effect the other way counts as inactive or inconclusive. This is a subset. The share of hits here may be higher or lower than overall.

SMILES	Giardia killer	Menin-MLL TR inh	ASM inhibitor	TSG101-PTAP inh	GALK inhibitor	B2AR arrestin	BCR signal inh	FBPA coupling cs	PKM2 act	a7 integrin act	Tb PFK inh
Clc1cccc(Nc2nc(-c3ccncc3)nc3ccccc23)c1	-4	.	10%	0%	5%	-0.7%	0%	2	-1%	-15%	-22%
COc1ccc(O)c(C(=O)c2cnn(S(=O)(=O)c3ccc(C)cc3)c2)c1	20	.	-3%	2%	.	-0.6%	1%	.	.	?	-3%
COC(=O)COc1ccc(=O)n(-c2ccccc2)n1	11	.	0%	-4%	-2%	0.4%	?	-1	-1%	26%	-2%
Cc1nc(SCc2ccc(Cl)c(Cl)c2)n[nH]1	8	-3%	1%	-3%	2%	0.0%	1%	-2	1%	0%	21µM*
Cc1ccc(CNC(=O)CN(Cc2cccs2)C(=O)C2(C)CC(=O)N=C3C=CC=CN32)cc1 (centres undefined)	-24	10%	38%	-1%	2%	0.4%	3%	0	3%	2%	12%
O=C(NCc1cc(C(F)(F)F)cc(C(F)(F)F)c1)C1CC(c2cccc([N+](=O)[O-])c2)=NO1 (centres undefined)	16	-7%	-4%	-2%	4%	-0.3%	-2%	0	-9%	16%	-3%
O=CN1CCN(C(=O)c2ccccc2Cl)CC1	4	-8%	1%	-1%	-1%	-0.2%	1%	2	0%	7%	2%
N#C/C(=C\Nc1ccc2cn[nH]c2c1)c1nc(-c2ccccc2)cs1	-1	23%	-2%	0%	-2%	-1.7%	-13%	-3	-7%	20%	-7%
C=C1C(O)C[C@H]2C(=C)CCC3[C@H](OC(=O)[C@]3(O)CO)[C@@H]12 (some centres undefined)	-1	16%	0%	-4%	.	-1.9%	3%	1	-1%	9%	-7%
CCOC(=O)c1nnc(-c2ccccc2)nc1Sc1c(Cl)cccc1Cl	-13	4%	-14%	0%	-3%	-1.2%	?	-5	-1%	-47%[inhibitor]	1%
CC(NC(=O)c1ccccc1NC(=O)CN1CCc2ccccc2C1)c1ccccc1 (centres undefined)	-2	15%	-2%	-4%	7%	0.1%	?	-2	-2%	-2%	-7%
COc1ccc(C(=O)CCN2CCN(c3ccccc3F)CC2)cc1	2	-1%	-1%	0%	2%	-0.4%	?	1	5%	-50%[inhibitor]	-9%
COc1cc(S(=O)(=O)Nc2ccc(C)cc2)ccc1NC(=O)c1ccncc1	-14	7%	-2%	1%	-2%	-0.2%	?	2	3%	-7%	1%
CCCOc1ccc(N2CC(C(=O)Nc3ccccn3)CC2=O)cc1 (centres undefined)	8	.	-1%	-6%	-2%	-0.3%	4%	2	-8%	25%	0%
COc1ccc(NS(=O)(=O)c2ccc3oc(=O)c4[nH]c(=O)c(=O)n(C)c4c3c2)cc1	3	11%	0%	0%	-2%	-0.4%	-1%	8	.	-4%	6%
COc1ccc(OC)c(S(=O)(=O)N(C)CC(=O)N2CCOCC2)c1	-22	9%	1%	0%	4%	0.1%	3%	0	-9%	-24%	1%
CCCc1nc2ccccc2c(=O)n1CCc1ccccc1	-3	4%	-2%	-2%	6%	-0.4%	?	3	0%	11%	-4%
O=C1COc2ccccc2N1Cc1ccccc1Cl	-9	-3%	-1%	-7%	-2%	0.0%	?	1	-1%	-24%	0%
C#CCOCCOCCOCCNc1nc(N2CCN(C(=O)[C@H](Cc3cc4ccccc4[nH]3)n3cc([C@@H](N)C(C)CC)nn3)CC2)nc(N2CCN(C(=O)[C@H](CCCCN)n3cc([C@@H](N)CO)nn3)CC2)n1 (some centres undefined)	.	?	.	.	-3%	-0.8%	4%	2	-1%	.	0%
CCOC(=O)C1CN(S(=O)(=O)c2ccc(C)cc2)CCN1S(=O)(=O)c1ccc(C)cc1 (centres undefined)	7	9%	-3%	-11%	-2%	0.0%	?	-3	14%	19%	-4%
Nc1ccnn1Cc1ccc(Br)s1	-1	14%	4%	-5%	0%	-0.7%	?	-4	7%	-1%	-3%
CCN(CC(=O)NCc1cccs1)C(=O)c1cc(S(=O)(=O)N2CCOCC2)ccc1C	4	-2%	2%	2%	1%	0.1%	1%	1	10%	0%	-1%
CSc1ccc(Cl)c(C(=O)NNC(=O)c2csc(N3CCOCC3)n2)c1	-3	.	5%	-2%	.	0.3%	?	.	.	-17%	-4%
C/C(=N\NS(=O)(=O)c1ccc(C)cc1)c1ccc(C)s1	5	10%	-8%	0%	-4%	-0.2%	0%	0	1%	24%	-3%
O=c1[nH][nH]c(-c2ccccc2)c1C=Nc1ccc(C(F)(F)F)cc1	4	9%	-1%	-7%	-3%	0.5%	6%	-2	0%	-1%	-1%
O=C(O)/C=C/c1coc2ccccc2c1=O	7	6%	8%	0%	0%	-1.0%	?	-1	-3%	27%	-1%
CCOC(=O)C1CCCN(C(=O)c2cn(CC)c3ccc(S(=O)(=O)N(C)C)cc3c2=O)C1 (centres undefined)	11	-2%	5%	0%	3%	0.0%	?	1	-4%	?	1%
Cc1nc2c(C)cccn2c(=O)c1NC(=O)COc1ccccc1	1	.	4%	-3%	.	-0.1%	1%	.	.	9%	-2%
CC(=O)c1c(C)[nH]c(C(=O)NNC(=O)COc2ccc(Cl)cc2C)c1C	-8	.	-4%	-2%	.	-1.1%	0%	.	.	11%	2%
O=C(CNC(=O)c1ccc2c(c1)S(=O)(=O)N=C1CCCCCN12)Nc1ccc(F)c(F)c1	10	.	3%	-1%	.	-0.2%	?	.	.	-4%	-20%
CC(C)CC(NC(=O)c1ccc(Cl)cc1Cl)C(=O)O (centres undefined)	10	10%	-1%	-13%	-2%	0.0%	-4%	0	0%	5%	0%
Cc1ccc(NS(=O)(=O)c2cccc(C(=O)OCC(=O)NCc3ccco3)c2)cc1	6	17%	-6%	-3%	1%	0.1%	-1%	-3	11%	-28%	-14%
Cc1cc(N/N=C/c2ccccc2[N+](=O)[O-])nc(-n2nc(C)cc2C)n1	-8	.	-13%	0%	-1%	?	-7%	-1	1%	-36%	9%
Cc1cc(Cl)ccc1NC(=S)N1CCN(Cc2ccc3c(c2)OCO3)CC1	1	-11%	2%	-6%	.	0.2%	-1%	-2	10%	0%	-8%
C/C(=N\n1c(C)cc(C)c(C#N)c1=O)c1cccs1	-1	.	-1%	-2%	-5%	-0.4%	0%	-1	0%	-18%	0%
O=C(NCc1cccs1)C1CCC(CNS(=O)(=O)c2ccccc2)CC1 (centres undefined)	-8	-1%	2%	0%	2%	0.0%	0%	3	4%	8%	8%

Reprinted at random: 4 entries already listed.
SMILES	Giardia killer	Menin-MLL TR inh	ASM inhibitor	TSG101-PTAP inh	GALK inhibitor	B2AR arrestin	BCR signal inh	FBPA coupling cs	PKM2 act	a7 integrin act	Tb PFK inh
Cc1cc(Cl)ccc1NC(=S)N1CCN(Cc2ccc3c(c2)OCO3)CC1	1	-11%	2%	-6%	.	0.2%	-1%	-2	10%	0%	-8%
Cc1ccc(NS(=O)(=O)c2cccc(C(=O)OCC(=O)NCc3ccco3)c2)cc1	6	17%	-6%	-3%	1%	0.1%	-1%	-3	11%	-28%	-14%
Cc1cc(N/N=C/c2ccccc2[N+](=O)[O-])nc(-n2nc(C)cc2C)n1	-8	.	-13%	0%	-1%	?	-7%	-1	1%	-36%	9%
CC(C)CC(NC(=O)c1ccc(Cl)cc1Cl)C(=O)O (centres undefined)	10	10%	-1%	-13%	-2%	0.0%	-4%	0	0%	5%	0%
